Bioassay records as filed in PubChem BioAssay.
CIT2-GFP yeast: yeast TOR pathway CIT2-GFP modulation; S. cerevisiae CIT2-GFP strain, flow cytometry, 3 h; 100 means same as DMSO wells; 320,000 tested, 0.065% active; AID 2029; GFP response vs DMSO, % at 10 µM;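 active means GFP response relative to DMSO above a set limit, near the screen mean plus 3 SD, cut at about 150% in these data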;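 further: ratio of well median GFP fluorescence to mean of DMSO wells on the plate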
LAP4 TOR yeast: modulators of TOR pathway LAP4-GFP in S. cerevisiae | GFP response vs DMSO, % at 10 µM | AID 2023 | 320,000 tested, 0.34% active | S. cerevisiae LAP4-GFP multiplex, flow cytometry GFP, 3 h; median GFP as percent of DMSO wells;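 active means GFP response vs DMSO above a set limit, about the screen mean plus 3 SD, cut at about 150% in these data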
GRK2 aptamer HTS: inhibitors of human GRK2 displacing RNA aptamer. P25098. bead flow cytometry, FAM-aptamer displacement from GRK2. inhibition of aptamer binding, % at 10 µM. 330,000 tested, 0.59% active;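 active means inhibition of aptamer binding above 40%, roughly 3 SD of noise, on plates passing a quality check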;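 further: median bead fluorescence of bound FAM aptamer so fluorescent compounds give negative values; no value below 0 was filed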
Target sequence (P25098 whole entry, looked up): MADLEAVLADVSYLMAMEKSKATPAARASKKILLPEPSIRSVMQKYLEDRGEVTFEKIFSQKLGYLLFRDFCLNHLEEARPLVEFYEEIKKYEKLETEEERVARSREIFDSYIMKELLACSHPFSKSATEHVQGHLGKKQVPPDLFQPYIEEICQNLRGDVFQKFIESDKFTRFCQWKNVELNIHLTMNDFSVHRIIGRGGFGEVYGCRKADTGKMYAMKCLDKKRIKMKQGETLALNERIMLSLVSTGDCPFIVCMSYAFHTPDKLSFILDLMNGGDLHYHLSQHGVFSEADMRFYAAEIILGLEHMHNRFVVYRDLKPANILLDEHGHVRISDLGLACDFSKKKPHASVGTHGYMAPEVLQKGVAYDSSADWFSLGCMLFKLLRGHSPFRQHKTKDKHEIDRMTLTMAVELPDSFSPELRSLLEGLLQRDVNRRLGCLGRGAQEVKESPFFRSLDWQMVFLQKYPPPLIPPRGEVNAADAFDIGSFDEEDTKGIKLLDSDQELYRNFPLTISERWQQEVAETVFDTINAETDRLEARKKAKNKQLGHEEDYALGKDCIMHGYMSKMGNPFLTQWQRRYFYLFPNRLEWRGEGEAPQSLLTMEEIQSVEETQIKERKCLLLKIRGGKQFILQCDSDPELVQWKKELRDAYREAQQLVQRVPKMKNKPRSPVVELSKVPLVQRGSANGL
AGP1-GFP MLPCN: alters AGP1-GFP fluorescence in TOR pathway yeast screen; S. cerevisiae AGP1-GFP multiplex flow cytometry, 3 h; GFP as percent of DMSO wells; GFP response vs DMSO, % at 10 µM; 320,000 tested, 0.02% active; AID 2066;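 active means GFP response relative to DMSO above a set limit, near screen average plus 3 SD, cut at about 150% in these data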;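 further: median GFP channel fluorescence of the gated AGP1 strain per well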
RPL19A TOR yeast: alters RPL19A-GFP fluorescence in TOR pathway yeast screen | percent response vs DMSO, % at 10 µM | S. cerevisiae RPL19A-GFP strain, flow cytometry, 3 h; stronger effect = lower value | 330,000 tested, 0.3% active;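 active means percent response vs DMSO below 50%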;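 further: median channel GFP fluorescence of the barcoded RPL19A-GFP strain; ratio of sample median GFP to plate DMSO average so 100% = DMSO; lower means less RPL19A-GFP as with rapamycin TOR inhibition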
MEP2-GFP yeast: yeast TOR pathway MEP2-GFP modulation. AID 2016. GFP response vs DMSO, % at 10 µM. S. cerevisiae MEP2-GFP strain, flow cytometry GFP, 3 h; 100% = DMSO control level. 330,000 tested, 0.51% active;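 active means GFP response versus DMSO above a set limit, roughly screen mean plus 3 SD, cut at about 180% in these data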;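 further: median GFP fluorescence of the barcode-gated MEP2-GFP cells per well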
VLA-4 inh: inhibition in a human VLA-4 binding assay | inhibition, % (about 7 µM as worked out from the volumes in the protocol) | AID 2557 | P13612 | VLA-4 expressing cells, ligand binding flow cytometry | 330,000 tested, 0.2% active; in the data active means inhibition above about 50%
Yeast superoxide: yeast age-related superoxide inhibition as caloric restriction mimetic; S. cerevisiae aged cells, superoxide DHE fluorescence; stronger effect = lower value; superoxide response (% of plate mean), % at 10 µM; 330,000 tested, 0.18% active;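 active means superoxide response under a set limit, about three screen SD below normal, cut at about 65% in these data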;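 further: yeast aged for seven days with compound at 30 °C before DHE staining; 100% = average MFI of all compound-treated wells on the plate with controls excluded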
* marks the source's active call; other numbers are inactive results; . = no result given. This is a random part of the collection; any-hit rate near 1.7%.

SMILES	CIT2-GFP yeast	LAP4 TOR yeast	GRK2 aptamer HTS	AGP1-GFP MLPCN	RPL19A TOR yeast	MEP2-GFP yeast	VLA-4 inh	Yeast superoxide
COc1cnc(SCc2c(Cl)cccc2Cl)nc1Cl	98.5	116.5	0.0	109.1	105.5	113.5	4.6	97.1
Cc1c(CNC(=O)c2c([N+](=O)[O-])cnn2C)cnn1C	96.2	112.1	0.0	101.5	104.2	97.1	5.6	90.9
O=C(CCCCl)NC(=S)Nc1ccc(CN2CCOCC2)cc1	99.0	110.3	19.0	112.9	103.3	99.8	6.8	102.7
O=C(Nc1ccc(N2CCCC2)c(Cl)c1)c1cccc(-c2cc3ccccc3oc2=O)c1	104.4	94.1	0.0	98.8	101.7	109.1	7.1	107.8
CC(=O)c1cccc(NC(=O)N2CCCC2C(=O)NC2CCCCC2)c1 (stereo unspecified)	94.8	95.1	0.0	107.3	106.0	104.5	0.2	98.5
CC(C)CN1C(=O)C(=O)N(CC(=O)c2ccc[nH]2)C1=O	105.2	105.8	0.0	109.0	104.9	109.0	2.1	97.0
CCCc1nc2ccccc2c(=O)n1/N=C/c1ccc(O)cc1	111.9	106.1	2.0	112.3	111.4	108.0	1.6	98.7
COCC(=O)Nc1nc(-c2ccc(-c3ccccc3)cc2)cs1	97.7	106.4	2.0	99.0	104.1	104.7	-23.1	100.7
CC1(C)CC(=O)C(C2(O)C(=O)Nc3ccccc32)CO1 (stereo unspecified)	95.4	98.0	0.0	94.0	96.5	90.1	-7.1	99.9
CCOc1cc(CNCCc2ccccc2)ccc1OCC(=O)NC(C)(C)C	101.2	95.2	2.0	102.2	103.4	99.2	-2.1	98.9
Cc1ccc(NC(=O)CSc2ccc3nnc(-c4cccnc4)n3n2)cc1	.	92.2	0.0	99.2	107.0	127.2	-7.3	97.8
COc1ccc(CCNS(=O)(=O)c2ccc(F)cc2)cc1OC	99.0	106.6	0.0	101.9	100.8	101.6	-7.4	106.8
CCOC(=O)C1=C(C)NC(=S)N(C(C)=O)C1c1ccc(Cl)cc1 (stereo unspecified)	89.3	95.2	0.0	96.9	95.3	96.9	0.3	94.5
COc1ccc(C(=O)Nc2cc(Cl)ccc2OC(=O)c2ccc(OC)cc2)cc1	95.6	101.7	1.0	97.8	95.8	105.8	-5.7	90.3
COc1cc(OC)c(C(=O)Nc2cccc(C(C)=O)c2)cc1OC	88.6	100.4	2.0	96.1	100.3	93.9	2.0	103.0
CCN(CC(=O)Nc1ccc(NC(C)=O)cc1)C(=O)c1ccc2c(c1)OCCO2	98.7	103.0	0.0	102.7	101.6	102.9	37.5	113.9
O=C(CNCc1ccccn1)Nc1cc(S(=O)(=O)N2CCCCC2)ccc1Cl	94.7	91.4	0.0	86.3	87.1	100.3	-3.8	93.3
COc1ccccc1OCCNC(=O)C1CC(=O)N(c2cccc(SC)c2)C1 (stereo unspecified)	104.1	97.9	.	109.4	100.8	102.7	-4.7	111.0
COC(=O)C1CC(O)CN1C(=O)Nc1ccccc1 (stereo unspecified)	104.0	91.5	0.0	100.2	101.4	103.5	1.7	94.6
CCCn1nc(C(=O)Nc2ccc3nc(C)sc3c2)c2ccccc2c1=O	100.8	102.2	0.0	94.4	104.0	102.6	-25.7	99.3
CCN(CC)C(=O)CSc1nc2ccccc2c(=O)n1-c1ccccc1OC	89.2	99.2	0.0	92.3	92.5	94.9	23.2	97.0
COc1ccc2c(c1OC)C(=O)N1C2SC(C)(C)[C@H]1C(=O)NC1CC1 (stereo partly specified)	97.0	94.9	0.0	96.8	94.4	98.2	23.2	85.0
CC(C)CN(C(=O)COC(=O)/C=C/c1cccs1)c1c(N)n(Cc2ccccc2)c(=O)[nH]c1=O	97.5	103.9	0.0	99.6	93.7	100.6	0.8	94.5
CCCCC(=O)NCCNc1nc2c(c(=O)n(C)c(=O)n2C)n1Cc1ccccc1	95.5	100.7	0.0	99.8	96.8	97.2	21.9	102.7
COc1ccc([C@@H]2[C@@H]3C(=O)N(C(C)(C)C)C(=O)[C@@H]3[C@]3(Cc4ccc(Cl)cc4)C(=O)N(c4cccc(Br)c4)C(=O)N23)cc1	71.4	109.3	0.0	85.0	96.2	94.9	23.6	99.7

Carrying on:
SMILES	CIT2-GFP yeast	LAP4 TOR yeast	GRK2 aptamer HTS	AGP1-GFP MLPCN	RPL19A TOR yeast	MEP2-GFP yeast	VLA-4 inh	Yeast superoxide
Cc1cc(C(=O)COC(=O)Cc2ccc(Cl)cc2)c(C)n1C	97.6	97.5	0.0	96.2	95.4	94.5	-0.6	98.2
O=C(Nc1cccc(O)c1)c1cccc(NC(=O)c2cccs2)c1	108.5	100.2	2.0	104.8	104.4	104.4	0.5	109.6
CC(=O)Nc1nc2nc(-c3ccccc3)cc(-c3ccccc3)n2n1	94.0	97.0	1.0	94.5	100.9	95.2	0.9	99.9
COc1ccc(NC(=O)c2ccc(C)cc2)cc1	100.7	88.3	0.0	97.6	101.5	106.2	1.8	96.8
CCOc1ccc(-c2nc(-c3cccs3)c(CC(=O)O)s2)cc1OC	109.9	115.4	3.0	115.8	102.8	111.0	4.0	127.2
COC(=O)Cn1c(=NC(=O)c2sc3ccccc3c2Cl)sc2cc(S(N)(=O)=O)ccc21	103.3	102.0	0.0	97.2	100.9	138.6	12.1	95.8
O=C(NN1CCCCC1)c1cnn2c(C(F)F)cc(-c3ccccc3)nc12	.	89.1	1.0	84.5	87.4	95.4	6.6	104.3
CCOc1cc(NC(=S)NCCCN(C)C)c(OCC)cc1NC(=O)C1CC1	87.3	77.3	0.0	87.1	93.7	88.2	-0.4	99.5
COCCCN(C(=O)Cc1csc(-c2cccc(Cl)c2)n1)c1c(N)n(Cc2ccccc2)c(=O)[nH]c1=O	103.8	107.3	0.0	107.3	104.5	103.0	5.6	109.2
COc1ccccc1N(CC(=O)Nc1ccccc1C(=O)NCC(C)C)S(C)(=O)=O	101.3	89.4	0.0	96.4	93.4	94.9	13.3	96.2
C=CCOC(=O)C(C#N)c1nc2ccccc2nc1N1CCN(Cc2ccc3c(c2)OCO3)CC1 (stereo unspecified)	97.4	95.5	4.0	95.6	93.4	96.0	11.9	81.5
O=C(c1ccc2c3n(nc2c1)-c1ccc(Cl)cc1CO3)N1CCOCC1	85.0	87.2	2.0	90.9	93.3	87.1	-10.6	111.5
O=C(COc1ccc(Cl)cc1)OCC(=O)N1CCCC1	103.1	96.4	0.0	96.5	93.7	94.1	15.3	99.7
COc1ccc(C)cc1S(=O)(=O)N1CCN(S(=O)(=O)c2cc(C(=O)O)ccc2C)CC1	101.2	99.5	6.0	99.9	98.5	97.8	0.5	101.8
O=C(Nc1nnc(-c2ccc(Cl)cc2)o1)Nc1ccccc1F	97.3	107.7	0.0	102.5	102.6	98.8	-1.5	106.1
Oc1ccc(Cl)cc1CNn1cnnc1	100.9	98.9	0.0	103.2	96.3	103.0	2.7	83.2
Cc1ccc(S(=O)(=O)NCCCCCC(=O)N(C)C)cc1	100.9	97.0	3.0	101.9	100.5	106.2	2.3	98.6
CCCCc1ccc(NC(=S)N2CCCC(C)C2)cc1 (stereo unspecified)	.	89.1	1.0	81.2	82.3	90.5	0.3	86.7
CCNc1c2c(nc3ccccc13)CC(C)(C)CC2=O	97.1	94.7	0.0	94.5	95.2	96.7	-4.8	104.2
O=C(O)CNC(=O)c1nc(-c2ccccc2)n(-c2ccccc2)n1	95.8	84.2	3.0	90.2	95.4	99.3	-5.3	83.2
O=C(N/N=C/c1c(O)n(Cc2ccco2)c(=O)[nH]c1=O)c1ccccc1	102.3	114.6	8.0	110.6	106.2	116.2	7.1	86.9
COc1cccc(CNC(=O)C2CCCN(S(=O)(=O)N3CC(C)CC(C)C3)C2)c1 (stereo unspecified)	116.2	111.7	4.0	113.0	110.5	114.0	10.6	111.5
CCCCn1c(=NC(C)=O)c(C#N)cc2c(=O)n3cccc(C)c3nc21	96.5	94.6	0.0	105.0	102.2	101.2	-3.1	111.9
COc1ccc2c(Cl)c(C(=O)N/N=C/c3ccncc3)sc2c1	102.8	100.9	0.0	94.1	105.7	108.1	0.8	93.5
CC(=O)Nc1ccc(NC(=O)CSc2n[nH]c(-c3cccs3)n2)cc1	90.4	94.5	0.0	93.2	88.0	90.6	3.1	92.1

More records follow.
SMILES	CIT2-GFP yeast	LAP4 TOR yeast	GRK2 aptamer HTS	AGP1-GFP MLPCN	RPL19A TOR yeast	MEP2-GFP yeast	VLA-4 inh	Yeast superoxide
COc1cccc(OCC(=O)Nc2ccccc2C(=O)Nc2ccc(C(=O)O)cc2)c1	93.5	94.3	1.0	92.8	95.8	95.7	-6.5	86.1
CCOc1ccc(N(CC(=O)NCc2ccccc2)C(=O)CCC(=O)Nc2nccs2)cc1	106.8	96.5	1.0	103.5	103.0	104.2	-5.8	89.2
C=CCN=C1SC(C)(C)C(=O)N1S(=O)(=O)c1ccc(C)cc1	97.4	95.0	0.0	97.9	94.5	96.9	4.1	94.2
CC(C)c1ccccc1NC(=S)NCc1nc2ccccc2[nH]1	89.2	103.8	0.0	96.8	96.8	90.6	22.5	96.0
CCn1nc(C(=O)OC(C(=O)c2c[nH]c3ccccc23)c2ccccc2)c2ccccc2c1=O (stereo unspecified)	91.0	86.5	0.0	88.5	88.8	88.8	-15.7	99.3
CCC(Oc1ccccc1)C(=O)Nc1ccc(-c2nnc(-c3ccco3)o2)cc1 (stereo unspecified)	75.2	126.2	0.0	90.9	97.0	95.5	2.2	108.5
O=C1c2ccccc2NC(c2ccc(O)c(O)c2)N1c1ccccc1Cl (stereo unspecified)	95.5	92.6	1.0	95.6	104.2	101.3	-1.6	96.9
COCCCNC(=O)CSC1=Nc2ccccc2C2=NC(Cc3c[nH]c4ccccc34)C(=O)N12 (stereo unspecified)	114.3	106.9	0.0	107.7	101.3	108.2	29.3	96.0
COc1ccc(C(F)(F)F)cc1N/C=C/c1nnnn1-c1ccc2ccccc2c1	95.2	99.6	1.0	100.5	95.7	94.2	8.1	113.5
CC1=C(C#N)C(c2ccc(O)cc2)C2=C(CCCC2=O)N1 (stereo unspecified)	93.5	99.2	5.0	98.6	91.5	98.1	-2.6	95.6
C/C(=N\O)c1ccco1	98.9	101.8	0.0	100.2	93.6	102.9	-9.0	97.4
COc1ccc(/C=C/C(=O)OCC(=O)NCC2CCCO2)cc1 (stereo unspecified)	91.7	101.5	0.0	94.4	96.1	94.5	0.5	87.4
O=C(O)C1CC=CCC1C(=O)NNc1c(Cl)cc(Cl)cc1Cl (stereo unspecified)	86.6	100.3	1.0	97.6	96.6	90.3	1.7	102.7
COc1ccc(/C(O)=C2\C(=O)C(=O)N(Cc3ccco3)C2c2ccc(OC)cc2OC)cc1 (stereo unspecified)	90.5	95.9	2.0	93.7	99.2	102.8	1.4	91.3
Cc1[nH]nc2c1C(Cc1ccccc1)C(C#N)=C(N)O2 (stereo unspecified)	101.3	107.8	1.0	107.3	103.0	111.9	-2.6	102.4
Cc1onc(-c2ccccc2)c1C(=O)Nc1ccc2c(C)cc(=O)oc2c1	96.6	103.0	0.0	101.9	105.8	107.4	-6.0	94.6
COCCN1C(=O)C(=O)/C(=C(/O)c2cccc(OC)c2)C1c1ccco1 (stereo unspecified)	89.7	107.2	33.0	97.7	95.3	94.7	5.7	108.7

Laid out differently: 4 of the compounds above
Second line of a record: CIT2-GFP yeast	LAP4 TOR yeast	GRK2 aptamer HTS	AGP1-GFP MLPCN	RPL19A TOR yeast	MEP2-GFP yeast	VLA-4 inh	Yeast superoxide
- Cc1[nH]nc2c1C(Cc1ccccc1)C(C#N)=C(N)O2 (stereo unspecified)
 : 101.3	107.8	1.0	107.3	103.0	111.9	-2.6	102.4
- C=CCN=C1SC(C)(C)C(=O)N1S(=O)(=O)c1ccc(C)cc1
 : 97.4	95.0	0.0	97.9	94.5	96.9	4.1	94.2
- COc1ccc(C(F)(F)F)cc1N/C=C/c1nnnn1-c1ccc2ccccc2c1
 : 95.2	99.6	1.0	100.5	95.7	94.2	8.1	113.5
- C/C(=N\O)c1ccco1
 : 98.9	101.8	0.0	100.2	93.6	102.9	-9.0	97.4
